PLC-gamma1 inh: PLC-gamma1 (human) inhibition, primary screen; inhibition, % at 12.2 µM; purified PLC-gamma1, fluorogenic substrate, fluorescence; P19174; AID 720700; 0.84% of 370,000 active; in the data active = inhibition above about 9.5%
ARFGAP1 inhibitor: rat ARFGAP1 inhibition | Q62848 | Arfgap1-stimulated ARF1 GTP hydrolysis, GDP FP detection | inhibition, % at 16.5 µM | 0.26% of 360,000 active;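 active = inhibition above a per-plate limit, mean inhibition of low control wells plus 3 SD, cut at about 25% in these data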;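 also: 0% = DMSO wells with enzyme and 100% = wells lacking Arfgap1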
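System: truncated rat Arfgap1 GAP domain / Benchmarks: high control wells lacking Arfgap1, low control full reaction with DMSO / Times: compound-enzyme preincubation 20 min, reaction 120 min, detection 60 min, 25 °C / Repeats: one replicate per compound / Also added: human ARF1(Δ1-17)-GTP substrate / Measured by: Tracer-displacement fluorescence polarization with EDTA stop, 620/688 nm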
sPLA2-III inh: Inhibits HGIII-sPLA2 liposome hydrolysis, primary screen | 0.56% of 370,000 active | AID 743126 | inhibition, % at 12.2 µM | Q9NZ20 | QFRET BODIPY PC-A2 liposome hydrolysis, fluorescence;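 active = inhibition above mean plus 3 SD of compounds lying within the high and low control bounds, cut at about 19% in these data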;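 also: 0% = median of test compound wells and 100% = no enzyme DMSO wells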
Target sequence (Q9NZ20 whole entry, looked up): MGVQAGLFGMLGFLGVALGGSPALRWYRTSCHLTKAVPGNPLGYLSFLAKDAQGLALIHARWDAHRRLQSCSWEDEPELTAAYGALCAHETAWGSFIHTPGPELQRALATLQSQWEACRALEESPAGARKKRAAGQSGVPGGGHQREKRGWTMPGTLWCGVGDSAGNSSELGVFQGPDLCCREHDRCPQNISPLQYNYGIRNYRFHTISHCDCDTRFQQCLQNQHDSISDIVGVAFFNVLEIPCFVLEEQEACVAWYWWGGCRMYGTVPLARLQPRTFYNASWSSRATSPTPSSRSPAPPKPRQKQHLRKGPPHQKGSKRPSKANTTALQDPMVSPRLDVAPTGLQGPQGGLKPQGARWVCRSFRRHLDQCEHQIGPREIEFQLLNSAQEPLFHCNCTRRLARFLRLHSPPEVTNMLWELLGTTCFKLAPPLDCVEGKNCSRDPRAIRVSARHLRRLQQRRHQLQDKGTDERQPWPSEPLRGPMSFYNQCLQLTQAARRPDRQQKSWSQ
KLK7 zymogen act: activates the human kallikrein-7 zymogen; P49862; AID 652039; activation, % at 7 µM; 0.9% of 370,000 active; purified proKLK7, EDANS-DABCYL substrate fluorescence; 100% is mature enzyme control, 0% vehicle;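 active = activation above the mean of all tested compounds plus 3 SD, computed per campaign excluding outliers beyond control limits, cut at about 13% in these data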
UHRF1 binding: UHRF1 methyl-DNA binding inhibition; inhibition, % at 4.4 µM; UHRF1 binding to methylated oligo, TR-FRET; 0.75% of 370,000 active; in the data active = inhibition above about 21%;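 also: UHRF1 SRA domain binding a hemimethylated CpG hairpin DNA probe; 0% = median of test compound wells and 100% = reference inhibitor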
PLC-beta3 inh: PLC-beta3 (human) inhibition, primary screen; Q01970; Purified PLC-beta3, fluorogenic substrate, fluorescence; inhibition, % at 12.2 µM; 0.18% of 370,000 active; AID 720704; in the data active = inhibition above about 11%;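 also: 0% = median of compound wells on plate and 100% = full blocker control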
ASAP1 inh: inhibitors of human ASAP1 ArfGAP activity. ASAP1-stimulated ARF1 GTP hydrolysis, GDP FP detection. inhibition, % at 16.5 µM. 0.19% of 360,000 active. AID 624377; in the data active = inhibition above about 25%;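 also: 0% = vehicle with enzyme and substrate and 100% = no enzyme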
Target sequence (Q9ULH1 325-724 limits assumed): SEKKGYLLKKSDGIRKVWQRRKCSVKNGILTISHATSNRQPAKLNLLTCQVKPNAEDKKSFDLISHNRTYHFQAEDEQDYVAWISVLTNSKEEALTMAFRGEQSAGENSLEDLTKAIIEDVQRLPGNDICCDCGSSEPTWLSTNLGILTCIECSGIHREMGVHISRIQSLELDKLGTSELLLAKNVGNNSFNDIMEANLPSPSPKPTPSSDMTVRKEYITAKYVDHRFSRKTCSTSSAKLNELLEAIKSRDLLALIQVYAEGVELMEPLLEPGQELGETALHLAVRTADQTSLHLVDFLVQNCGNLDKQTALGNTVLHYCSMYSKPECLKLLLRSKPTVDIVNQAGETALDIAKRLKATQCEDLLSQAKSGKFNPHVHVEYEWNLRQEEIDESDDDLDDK
NR1D1 modulator: modulates human Rev-erb alpha binding to DNA; P20393; Rev-erbα–FITC-DNA binding, fluorescence polarization, 90 min; activity, % at 10 µM; 0.79% of 370,000 active;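 active = activity above about 14%, limit read from the data; passing the limit was not always enough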;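 also: 0% = DMSO wells with 35 nM protein and 100% = DMSO wells with 750 nM protein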
DDE Tn7 FP inh: disrupts Tn7 cyclic peptide binding to fibrin D-Dimer-E complex. P02675. FP displacement of FITC-Tn7 peptide from fibrin DD(E); 0% = median of compound wells per plate. AID 720508. inhibition, % at 8.3 µM. 0.13% of 370,000 active;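 active = inhibition above the mean of compounds falling within the control limits plus 3 SD of them, cut at about 14% in these data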;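 also: 0% = plate median of compound wells and 100% = 10 µM Aha-Tn7 peptide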
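Assay system: human fibrin DD(E) protein / Input: 2 µM fibrin DD(E) / Benchmarks: high control of 10 µM Aha-Tn7 peptide / Measured by: fluorescence polarization of the labelled Tn7 tracer / Medium: Tris buffer with calcium and detergent, pH 7.8 / Timing: 10 min compound pre-incubation, 3 h probe incubation at room temperature / Repeats: one replicate per compound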
DDE Tn6 FP inh: inhibitors of Tn6 peptide binding to human fibrin DD(E); P02675; 0.21% of 370,000 active; Fibrin DD(E) TRITC-Tn6 fluorescence polarization displacement; inhibition, % at 8.3 µM;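 active = inhibition above a per-campaign cutoff: mean of compounds within control limits plus 3 SD, cut at about 15% in these data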;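 also: 0% = median of all compound wells on the plate and 100% = blocking peptide control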
The depositor's hits bear a star; . = not tested or not shown. Rows were taken by chance; any-hit rate near 4.5%.

PLC-gamma1 inh	ARFGAP1 inhibitor	sPLA2-III inh	KLK7 zymogen act	UHRF1 binding	PLC-beta3 inh	ASAP1 inh	NR1D1 modulator	DDE Tn7 FP inh	DDE Tn6 FP inh	molecule
0	8	-3	-0.1	1	0	-10	-6	-4	0	COCCn1c(=O)[nH]c2cc(C(=O)NC3CCCCCC3)ccc2c1=O
2	9	3	0.4	0	3	8	-4	1	5	CC(C)C[C@H]1CN=C(Nc2ccccc2)N1CCC1CCCCC1
0	-1	4	0.2	-1	-3	11	1	-2	4	CCN(CC(=O)Nc1cc(Cl)ccc1C)C(=O)c1cc(S(=O)(=O)N2CCCCCC2)ccc1OC
1	2	-4	0.6	-2	-8	-9	9	3	-2	NS(=O)(=O)c1ccc(NC(=O)c2ccc(Cl)c(S(=O)(=O)NCc3ccco3)c2)cc1
2	.	2	-0.6	-3	2	.	28*	0	1	Cc1c(NC(=O)C2CCCN(S(=O)(=O)c3c(C(C)C)cc(C(C)C)cc3C(C)C)C2)c(=O)n(-c2ccccc2)n1C (centres undefined)
0	-7	1	-0.1	1	0	12	2	2	-2	O=C(c1cc(S(=O)(=O)N2CCCCC2)c(Cl)cc1N1CCOCC1)N1CCOCC1
-4	.	-11	-0.6	2	-3	.	6	-6	1	O=C1[C@H]2C[C@@]3(n4ccc5ccccc54)c4ccccc4N(S(=O)(=O)c4ccccc4)[C@H]3N2C(=O)CN1Cc1ccccc1
0	5	1	-0.5	1	3	18	3	-8	-14	COC(=O)c1ccc(C(=O)OC)c(NC(=O)COC(=O)C2CCCCC2)c1
-1	6	11	-0.2	3	-7	0	0	-5	3	CCOC(=O)CNC(=O)CSc1nnc(NC(=O)c2ccc(S(=O)(=O)N3CCOCC3)cc2)s1
-1	-7	9	-0.4	1	4	-5	2	2	-6	COC(C/C=C/[C@H](O)[C@H](C)OCc1ccccc1)OC
6	5	19	-1.2	7	4	11	0	2	-12	O=[N+]([O-])c1ccc(N2CCOCC2)cc1NC(c1ccccc1)c1ccccc1
3	1	3	0.2	2	-6	-3	0	0	-4	Cc1c(C)[n+](=O)c(-c2ccco2)c(C)n1[O-]
2	10	-2	-0.1	-1	2	2	5	-5	-5	NS(=O)(=O)c1ccc(CCNS(=O)(=O)c2cccc3nsnc23)cc1
0	-2	4	-0.3	-2	-5	-1	.	-3	-9	Cc1ccsc1/C=N/NC(=O)CNC(=O)c1ccco1
0	-1	-30	0.3	-1	-1	7	-6	4	-8	O=C(CCc1ccc(S(=O)(=O)NC2CCCCC2)cc1)NCc1ccc(Cl)cc1
-3	-14	-1	0.2	0	-3	-7	0	2	4	COCc1cc(=O)[nH]c(-c2ccc(C(F)(F)F)cc2)n1
-1	-12	3	0.1	-1	2	-11	-1	5	-6	COc1ccc(N2C(=O)c3ccc(C(=O)OC(C)C)cc3C2=O)cc1
-3	-16	3	-0.1	-2	-4	7	-1	5	10	Cc1ccc(NC(=O)NCCCl)cc1S(=O)(=O)N1CCOCC1
1	-8	-4	1.0	1	-6	-10	0	0	-2	CCOC(=O)c1c(C)nc(C)c(C(=O)OCC)c1-c1ccco1
-40	3	4	-0.1	0	-61	-6	1	-5	-3	CCOC(=O)C1=CNS(=O)(=O)NC1c1ccc(OC(C)=O)cc1 (centres undefined)
-7	9	-13	-0.2	-3	-6	0	-3	-2	8	Cc1cc(C(=O)CSc2nc3ccc(Cl)cc3[nH]2)c(C)n1Cc1ccco1
0	19	-14	-0.4	4	-4	-5	5	2	8	CCOC(=O)C1=NNC(C(=O)c2ccccc2)C1c1ccc(OC)cc1 (centres undefined)
4	-2	-5	0.3	14	1	3	0	-4	-11	COc1ccc(CN(CC(=O)NCc2ccc(F)cc2)C(=O)CCC(=O)Nc2ccccn2)cc1
2	-2	0	-0.1	-2	-3	-2	-3	3	4	CC(=O)N(C)C[C@@H]1Oc2ncc(C#Cc3ccc(F)cc3)cc2C(=O)N([C@@H](C)CO)C[C@H]1C
-5	-6	-27	0.1	-1	-10	-11	3	-7	0	O=C(NCC(c1ccco1)N1CCCC1)c1cccc(NS(=O)(=O)c2ccc(Br)cc2)c1 (centres undefined)
0	4	-18	0.0	-1	0	-9	-6	-4	1	COc1ccc(OC)c(NC(=O)c2ccccc2NS(=O)(=O)c2cccc3cccnc23)c1
1	.	-5	0.8	0	-1	.	1	2	-11	Cc1ccccc1CN1CCCCC(NC(=O)c2cc(-c3ccccc3)no2)C1=O (centres undefined)
-1	10	-7	0.2	1	1	-4	-5	2	2	C=CCN1C(=O)C(Cc2ccc(F)cc2)S/C1=N/N=C/c1cccs1 (centres undefined)
-2	1	-3	-0.3	-2	-1	6	1	0	0	CCc1ccc(-c2nnn(CCC#N)n2)cc1
1	-4	-4	-0.3	0	-4	-16	-4	6	9	CC(C)Cc1ccc(C(=O)Nc2ccc(Cc3ccncc3)cc2)o1

Laid out differently: entries from further up.
Every second line gives: PLC-gamma1 inh | ARFGAP1 inhibitor | sPLA2-III inh | KLK7 zymogen act | UHRF1 binding | PLC-beta3 inh | ASAP1 inh | NR1D1 modulator | DDE Tn7 FP inh | DDE Tn6 FP inh
> CCOC(=O)C1=NNC(C(=O)c2ccccc2)C1c1ccc(OC)cc1 (centres undefined)
→ 0 | 19 | -14 | -0.4 | 4 | -4 | -5 | 5 | 2 | 8
> COc1ccc(CN(CC(=O)NCc2ccc(F)cc2)C(=O)CCC(=O)Nc2ccccn2)cc1
→ 4 | -2 | -5 | 0.3 | 14 | 1 | 3 | 0 | -4 | -11
> CC(=O)N(C)C[C@@H]1Oc2ncc(C#Cc3ccc(F)cc3)cc2C(=O)N([C@@H](C)CO)C[C@H]1C
→ 2 | -2 | 0 | -0.1 | -2 | -3 | -2 | -3 | 3 | 4
> O=C(NCC(c1ccco1)N1CCCC1)c1cccc(NS(=O)(=O)c2ccc(Br)cc2)c1 (centres undefined)
→ -5 | -6 | -27 | 0.1 | -1 | -10 | -11 | 3 | -7 | 0
> COc1ccc(OC)c(NC(=O)c2ccccc2NS(=O)(=O)c2cccc3cccnc23)c1
→ 0 | 4 | -18 | 0.0 | -1 | 0 | -9 | -6 | -4 | 1
> Cc1ccccc1CN1CCCCC(NC(=O)c2cc(-c3ccccc3)no2)C1=O (centres undefined)
→ 1 | . | -5 | 0.8 | 0 | -1 | . | 1 | 2 | -11
> C=CCN1C(=O)C(Cc2ccc(F)cc2)S/C1=N/N=C/c1cccs1 (centres undefined)
→ -1 | 10 | -7 | 0.2 | 1 | 1 | -4 | -5 | 2 | 2
> CCc1ccc(-c2nnn(CCC#N)n2)cc1
→ -2 | 1 | -3 | -0.3 | -2 | -1 | 6 | 1 | 0 | 0
> CC(C)Cc1ccc(C(=O)Nc2ccc(Cc3ccncc3)cc2)o1
→ 1 | -4 | -4 | -0.3 | 0 | -4 | -16 | -4 | 6 | 9

Further entries follow:
PLC-gamma1 inh	ARFGAP1 inhibitor	sPLA2-III inh	KLK7 zymogen act	UHRF1 binding	PLC-beta3 inh	ASAP1 inh	NR1D1 modulator	DDE Tn7 FP inh	DDE Tn6 FP inh	molecule
2	-3	-9	0.0	0	-3	7	4	3	6	Cc1cc(-c2nnc(CCC(=O)N3CCN(Cc4cccc(F)c4)CC3)o2)c(C)o1
0	8	6	-0.5	2	8	-4	-5	-2	8	CCN1C(=O)CC(c2ccccc2)CC1=O
3	-8	0	0.6	3	7	10	2	2	2	CCOc1ccc(NC(=O)C(CC)n2nc(C)c3c(C)n(-c4ccccc4)nc3c2=O)cc1 (centres undefined)
2	1	10	0.7	1	-5	7	-1	0	7	COc1ccccc1NC(=O)CN1C(=O)COc2ccc(S(=O)(=O)N3CCOCC3)cc21
5	2	-18	0.4	-1	4	-2	-7	-6	-6	CCOc1c(Br)cc(C(=O)Nc2cccc(S(=O)(=O)N3CCOCC3)c2)cc1OC
7	-2	7	0.2	4	1	-4	-1	-3	3	Cc1nc(-c2cccc(Cl)c2)n[nH]1
0	3	-41	0.2	-3	-2	0	-2	0	6	CCOC(=O)N1CCN(Cc2cn[nH]c2-c2cc3ccccc3o2)CC1
-15	1	2	-7.1	-1	-18	-4	-3	4	0	CN1C[C@@H](CO)O[C@@H](n2cnc3c(N4CCN(CCO)CC4)ncnc32)C1
-13	-2	2	1.5	-3	-15	4	-5	6	1	O=C(Nc1ccccc1C(=O)N1CCCC1)C1CCN(c2ncccn2)CC1
2	3	6	0.2	0	-5	5	0	9	13	Cc1noc(C)c1COc1ccccc1C(=O)N1CCN(S(=O)(=O)c2ccccc2C#N)CC1
4	-4	4	1.1	3	2	-7	5	-5	6	CC(C)O/C(=N/S(=O)(=O)c1ccc(Cl)cc1)c1ccccc1
-225	9	3	6.1	-1	-282	-7	-4	-3	5	COc1ccccc1N1CCN(C(=O)c2cc3c(=O)n4cccc(C)c4nc3s2)CC1
-1	8	13	-0.2	0	-2	-14	4	1	-2	CCCn1c(=S)[nH]c2cc(C(=O)N3CCN(c4ccccc4)CC3)ccc2c1=O
-1	7	2	-0.7	-1	-1	2	3	-9	-3	COCCNC(=O)c1cc(-c2ccc(Cl)c(Cl)c2)on1
0	19	7	0.6	5	3	4	1	5	-7	COc1cc(/C=N/NC(N)=O)ccc1OC(=O)c1ccco1
1	20	7	-0.4	2	-7	-11	4	1	6	CC(C)CN(C(=O)COC(=O)CSc1ccccc1F)c1c(N)n(Cc2ccccc2)c(=O)[nH]c1=O
5	2	14	0.3	6	0	-3	-1	9	-2	O=C(COC(=O)/C=C/c1ccc([N+](=O)[O-])cc1)NC(c1ccccc1)c1ccccc1
